OX1R antag – antagonists of human orexin 1 receptor. CHO/OX1R cells, Fluo-8 calcium fluorescence, orexin A. inhibition, % at 5 µM. O43613. hit rate 0.43% among 330,000;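 active = inhibition above its plate's threshold, mean inhibition of all tested compounds on the plate plus 3 SD, cut at about 37% in these data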;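 note: 0% = orexin A challenge wells and 100% = SB-334867-A antagonist wells; not every result past the cut was called active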
Target sequence (O43613 whole entry, looked up): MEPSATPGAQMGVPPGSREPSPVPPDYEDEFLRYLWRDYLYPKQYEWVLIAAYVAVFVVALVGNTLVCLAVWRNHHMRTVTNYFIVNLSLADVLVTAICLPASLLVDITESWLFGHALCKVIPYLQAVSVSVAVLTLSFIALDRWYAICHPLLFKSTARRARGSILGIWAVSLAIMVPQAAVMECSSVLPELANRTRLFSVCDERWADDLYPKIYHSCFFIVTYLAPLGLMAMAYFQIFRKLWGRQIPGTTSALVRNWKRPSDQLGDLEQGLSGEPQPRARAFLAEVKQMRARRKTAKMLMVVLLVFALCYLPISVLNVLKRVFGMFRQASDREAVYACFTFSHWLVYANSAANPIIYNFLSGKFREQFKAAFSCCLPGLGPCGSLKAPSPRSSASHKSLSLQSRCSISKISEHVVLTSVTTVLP
CHT allo act – human CHT allosteric activation | hit rate 0.49% among 310,000 | CHT-expressing cells, membrane potential dye, choline EC20; stronger effect = higher value; LV-AA mutant CHT in HEK293 cells | B-score at 10 µM;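 active = initial fluorescence not abnormally high and integrated response B-score, plate-corrected, over 3 SD above library mean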
Target sequence (Q9GZV3 whole entry, looked up): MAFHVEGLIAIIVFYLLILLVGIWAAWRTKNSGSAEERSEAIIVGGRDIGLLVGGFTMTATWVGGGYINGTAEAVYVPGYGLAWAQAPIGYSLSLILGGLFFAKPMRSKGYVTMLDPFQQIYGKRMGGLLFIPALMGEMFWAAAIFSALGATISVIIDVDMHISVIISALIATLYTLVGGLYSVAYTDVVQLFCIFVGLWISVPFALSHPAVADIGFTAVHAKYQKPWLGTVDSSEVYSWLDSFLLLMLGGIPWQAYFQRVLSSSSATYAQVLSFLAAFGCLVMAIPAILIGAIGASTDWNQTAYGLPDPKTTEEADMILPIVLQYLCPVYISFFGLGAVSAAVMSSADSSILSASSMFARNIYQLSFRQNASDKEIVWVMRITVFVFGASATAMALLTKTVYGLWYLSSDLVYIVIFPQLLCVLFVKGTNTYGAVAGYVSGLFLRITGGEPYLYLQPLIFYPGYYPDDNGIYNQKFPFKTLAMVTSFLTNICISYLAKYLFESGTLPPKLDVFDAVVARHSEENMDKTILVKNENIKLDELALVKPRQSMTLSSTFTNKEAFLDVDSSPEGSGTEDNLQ
* = called active by the depositor; i = inactive; . = not tested or not shown. Rows are unselected; overall some 0.83% were active at least once.

SMILES | OX1R antag | CHT allo act
CCOC(=O)C1(Cc2cccc(OC)c2)CCCN(Cc2ccc(NC(C)=O)cc2)C1 (configuration not stated) | -12 | i
CC(=O)Nc1ccc(C(=O)NN2C(=O)NC3(CCCCC3)C2=O)cc1 | -7 | i
COc1ccccc1N1CCN(S(=O)(=O)c2ccc(F)cc2)CC1 | -13 | i
CC(C)c1ccc(S(=O)(=O)N2CCN(C(=O)CN3C(=O)NC(C)(c4ccccc4)C3=O)CC2)cc1 (configuration not stated) | -16 | i
CC1(C2CC2)NC(=O)N(CC(=O)Nc2ccc(SC(F)F)cc2)C1=O (configuration not stated) | 4 | .
COC(=O)c1nn(-c2cccc(Cl)c2)ccc1=O | -1 | i
CN(C)CCCNC(=S)Nc1ccc(Oc2ccccc2)cc1 | -19 | i
Brc1ccc(CN2CCSCC2)cc1 | -10 | i
Cc1ccc(C(=O)N2CC(=O)Nc3ccc(F)cc3C2c2ccc(F)cc2)cc1[N+](=O)[O-] (configuration not stated) | -18 | i
Cc1ccc(OCC(=O)NNC(=O)Nc2ccc(Cl)cc2)c(Br)c1 | -20 | i
Cc1noc(C)c1S(=O)(=O)N1CCC(C(=O)N(C)Cc2ccccc2)CC1 | 6 | i
COc1cc(S(=O)(=O)N2CCCN(C)CC2)ccc1NC(C)=O | -10 | i
Cn1cnnc1-c1cccc(NS(=O)(=O)c2ccc(N3CCCC3=O)cc2)c1 | -16 | i
CNC(=S)NNc1nc(N2CCOCC2)nc(N2CCOCC2)n1 | -5 | i
Cc1cc(C(=O)NCc2ccc(S(N)(=O)=O)cc2)ccc1[N+](=O)[O-] | -2 | i
CCOC(=O)CCCSc1nc(-c2ccc3c(c2)OCO3)cc(C(F)(F)F)c1C#N | -12 | i
Cc1c(CC(=O)O)c(=O)oc2cc3occ(-c4ccccc4)c3cc12 | -13 | i
COc1ccc(OC)c(-c2cc(C(=O)NCc3cccs3)no2)c1 | -21 | i
O=C(CSc1nnc2c(n1)[nH]c1ccc(F)cc12)NC1CC1 | -16 | i
Cc1ccc(NC(=O)COC(=O)CCOc2ccccc2C)cc1 | -12 | i

Copied from the list:
Cc1noc(C)c1S(=O)(=O)N1CCC(C(=O)N(C)Cc2ccccc2)CC1 in OX1R antag reads 6
COc1cc(S(=O)(=O)N2CCCN(C)CC2)ccc1NC(C)=O in OX1R antag reads -10
CCOC(=O)CCCSc1nc(-c2ccc3c(c2)OCO3)cc(C(F)(F)F)c1C#N in OX1R antag reads -12
Cc1c(CC(=O)O)c(=O)oc2cc3occ(-c4ccccc4)c3cc12 in OX1R antag reads -13
Cn1cnnc1-c1cccc(NS(=O)(=O)c2ccc(N3CCCC3=O)cc2)c1 in OX1R antag reads -16

Further records:
SMILES | OX1R antag | CHT allo act
CC(=O)c1ccc(S(=O)(=O)N2CCN(c3nc(-c4cccnc4)nc4ccccc34)CC2)cc1 | -24 | .
COc1cccc(C(N)=O)c1 | 2 | i
O=C1/C(=C/c2cccs2)NC(=S)N1C1CC1 | -9 | i
Cc1cc(C)c(NC(=S)N(C)C)c(C)c1 | -11 | i
COc1ccccc1-c1cc(C(F)(F)F)nc(S(=O)(=O)CCCC(=O)NCc2ccc(F)cc2)n1 | -31 | i
C=C(C)CNC(=S)NNC(=O)c1ccncc1 | 3 | i
Cc1ccc(N=Nc2c(N)nn3c(N)c(C#N)c(C)nc23)cc1 | 4 | i
COc1ccc(NC(=O)CCCC(=O)c2ccccc2)c(OC)c1 | -28 | i
CC(=O)NS(=O)(=O)c1ccc(NC(=S)NC(=O)CC(C)C)cc1 | -11 | i
CC(C)(CO)NCc1ccc(Br)cc1 | 2 | i

Part of the list above in another layout.
Values run as follows: OX1R antag	CHT allo act
- Cc1ccc(N=Nc2c(N)nn3c(N)c(C#N)c(C)nc23)cc1
  4	i
- COc1ccc(NC(=O)CCCC(=O)c2ccccc2)c(OC)c1
  -28	i

Continued.
SMILES | OX1R antag | CHT allo act
O=C(Nc1ccccc1C(=O)NCc1ccc(Cl)cc1)c1ccco1 | -18 | i
COc1ccc(Cl)cc1NC(=O)CC(=O)Nc1cc(Cl)ccc1OC | -6 | i
COc1cc2sc(-c3ccccc3OC)c(-c3ccc(OCCN4CCOCC4)cc3)c2cc1OC | -11 | .
O=C(O)CC(CC(=O)Nc1ccc(N2CCOCC2)cc1)c1ccccc1 (configuration not stated) | -9 | i
O=Nc1c(O)[nH]c2c(F)cccc12 | -3 | i
Nc1ccc(S(=O)(=O)NC2(C(F)(F)F)NC(=O)N(c3ccccc3Cl)C2=O)cc1 (configuration not stated) | -5 | i
CCNc1c(NC(=O)c2cccs2)c(=O)oc2ccccc12 | 2 | i
Cc1cc(C(=O)N/N=C/c2sc(N3CCOCC3)nc2-c2ccccc2)c(C)o1 | -11 | i
CN(C(=O)CN1CCC(NC(=O)c2ccccc2Br)CC1)C1CCCCC1 | -10 | i
COc1ccccc1/C=C/C(=O)c1cc(Br)ccc1OC(=O)c1ccco1 | 18 | i

Reprinted from the part before: seven entries; new compounds follow.
SMILES | OX1R antag | CHT allo act
O=C(O)CC(CC(=O)Nc1ccc(N2CCOCC2)cc1)c1ccccc1 (configuration not stated) | -9 | i
O=Nc1c(O)[nH]c2c(F)cccc12 | -3 | i
Nc1ccc(S(=O)(=O)NC2(C(F)(F)F)NC(=O)N(c3ccccc3Cl)C2=O)cc1 (configuration not stated) | -5 | i
CCNc1c(NC(=O)c2cccs2)c(=O)oc2ccccc12 | 2 | i
Cc1cc(C(=O)N/N=C/c2sc(N3CCOCC3)nc2-c2ccccc2)c(C)o1 | -11 | i
CN(C(=O)CN1CCC(NC(=O)c2ccccc2Br)CC1)C1CCCCC1 | -10 | i
COc1ccccc1/C=C/C(=O)c1cc(Br)ccc1OC(=O)c1ccco1 | 18 | i
Cc1occc1C(=O)N/N=C/c1ccc(OCc2ccccc2)cc1 | -15 | i
COc1ccc([N+](=O)[O-])cc1NC(=O)Cc1c(Cl)cccc1Cl | 5 | i
Cc1ccccc1C(=O)NC(C)C1CC2CCC1C2 (configuration not stated) | -12 | i
Cc1cc(C(=O)N/N=C/c2cc([N+](=O)[O-])ccc2O)c2ccccc2n1 | -16 | i
N#CC1=C2N=C(N)c3ccccc3N2C2=C(C(=O)CCC2)C1c1cccc(Cl)c1 (configuration not stated) | -13 | i
CC1(C(=O)NCCOc2ccccc2Cl)CC1(Cl)Cl (configuration not stated) | -4 | i
CC1(C)NC(=O)N(CC(O)COc2ccc(-c3ccc(C#N)cc3)cc2)C1=O (configuration not stated) | -33 | i
CCOc1ccc(-n2c(SCC(=O)Nc3cc(C)on3)nc3c([nH]c4ccccc43)c2=O)cc1 | -22 | i
O=C(NC1CCSc2ccccc21)c1cccc([N+](=O)[O-])c1 (configuration not stated) | -27 | i
CC(Sc1nnc(C2CC2)n1C1CC1)C(=O)c1ccc(F)cc1 (configuration not stated) | -5 | .
Cc1[nH]n(-c2ccccc2)c(=O)c1C=NCc1ccco1 | -13 | i
CCC(=O)N1N=C(c2ccc(NS(=O)(=O)c3ccccc3)cc2)CC1c1ccco1 (configuration not stated) | -13 | .
Cc1ccc2cc(CN(CCN3CCCC3)C(=O)Nc3ccccc3)c(=O)[nH]c2c1C | -39 | i
Cc1cccn2c(=O)nc(SCC(=O)Nc3ccc4c(c3)OCCO4)nc12 | -13 | i
CC(=O)N1CCc2cc(S(=O)(=O)NCCC(=O)Nc3ccc4c(c3)OCCO4)ccc21 | -19 | i
CCOc1ccc(C(c2c(O)nc(SC)[nH]c2=O)c2c(O)nc(SC)[nH]c2=O)cc1 | 12 | i
O=C(CSc1nnc(-c2ccc(O)cc2)n1-c1ccccc1)CC(=O)Nc1ccccc1 | -8 | i
O=C(CCS(=O)(=O)c1ccc2c(c1)NC(=O)CO2)NCCc1ccc(Cl)cc1 | -20 | i
O=C(NCc1ccccn1)Nc1ccc(Br)cc1Cl | -10 | i
CCOC(=O)c1cc(-c2ccccc2)sc1NC(=O)CN1C(=O)NC(CC)(c2ccc(F)cc2)C1=O (configuration not stated) | -8 | i
CCOC(=O)/C(C(N)=NCCO)=C(/O)c1ccccc1 | -29 | i
C=CCN(C(=O)c1ccc(Cl)cc1)c1ccccc1C(=O)NCC(=O)O | -14 | i
COc1ccc(Nc2nnc(-c3ccc(O)cc3)c3ccccc23)cc1 | -7 | i
CCOC(=O)Cc1csc(NS(=O)(=O)c2ccc(Cl)cc2)n1 | 6 | i
O=c1[nH]n(-c2cccc3cccnc23)c(=O)c2ccccc12 | -29 | i
O=[N+]([O-])c1ccc(S(=O)(=O)N/N=C/c2cccs2)cc1 | -7 | i
CC(=O)N1CCc2cc(S(=O)(=O)CCC(=O)NCCc3ccc(Cl)cc3)ccc21 | -21 | i
O=c1cc(CSc2nnc(COc3ccccc3Cl)o2)nc2sccn12 | -12 | i
CCNc1nc(NC(C)C)nc(Oc2ccc(OCCOc3ccccc3)nn2)n1 | -19 | i
CCOC(=O)CCc1c(C)nc2c(c(C)nn2C(C)(C)C)c1C | -36 | i
COc1cc(C(=O)NNC(=O)c2nn(C)c(=O)c3ccccc23)cc(OC)c1OC | -17 | .
O=C(c1ccc2snnc2c1)N1CCOCC1 | 4 | i
Cc1ccc(C(=O)CSc2nc(O)cc(=O)[nH]2)cc1C | -6 | i
COc1ccc2nnc(-c3ccccc3)n2n1 | -16 | i
Cc1ccc(C)c(/C(O)=C2/C(=O)C(=O)N(CCN3CCOCC3)C2c2ccc(C)o2)c1 (configuration not stated) | -21 | i
OC(COc1ccc2c(c1)OCO2)CN1CCN(c2ccccc2)CC1 (configuration not stated) | -5 | i
O=C(Cc1cccs1)NNC(=O)c1ccccc1Cl | -1 | .
Cc1cc(C)cc(N2CC34C=CC(O3)C(C(=O)OCC(=O)NCc3ccco3)C4C2=O)c1 (configuration not stated) | -25 | i
c1ccc(Sc2ccccn2)cc1 | -8 | i
COc1ccc(NC2c3ccccc3C(=O)N2c2ccccn2)cc1 (configuration not stated) | -12 | i
CCN1CCN(c2nc3c(c(=O)[nH]c(=O)n3C)n2CCCc2ccccc2)CC1 | -24 | i
Oc1ccc(/C=N/Nc2cc(N3CCOCC3)nc(N3CCOCC3)n2)cc1O | -5 | 7.1*
COc1ccc(NC(=O)c2ccc(NS(=O)(=O)c3c(C)noc3C)cc2)cc1OC | 10 | i
O=C(O)c1ccc(N2CCS(=O)(=O)CC2)cc1 | -11 | i
CCOC(=O)C1CCCN(Cc2cccc(Oc3ccccc3)c2)C1 (configuration not stated) | -19 | i
CCCCc1cc2ccccc2c(OCCN(C)C)n1 | -20 | .
CCN(CC)CCN(C(=O)c1c(F)cccc1F)c1nc2cc(C)cc(C)c2s1 | -29 | i
Cc1ccc2nc(SCC(=O)NCCc3ccccc3)nc(=O)n2c1 | 1 | i
CSCC(=O)NC1CCCN(C2Cc3ccccc3C2)C1 (configuration not stated) | -23 | i
Cc1cccc(C)c1NC(=O)COC(=O)c1ccc2[nH]c3c(c2c1)CCCC3 | 5 | i

The results go on:
SMILES | OX1R antag | CHT allo act
Cc1cccc(N(CC(O)CN2CCOCC2)S(=O)(=O)c2ccccc2)c1 (configuration not stated) | -22 | i
COc1cc(/C=N/NC(N)=S)ccc1OC(=O)c1ccc(C)cc1 | -12 | i
CCc1ccc(N(CC(=O)NC)S(C)(=O)=O)cc1 | -2 | i
Cc1ccc(S(=O)(=O)NCCc2nc3ccccc3[nH]2)cc1 | -14 | i
Cc1ccc2oc(=O)c3cc(C(=O)NCCCN4C(C)CCCC4C)sc3c2c1 (configuration not stated) | -14 | i
CN(Cc1ccccc1)C(=O)c1[nH]cnc1C(=O)N[C@@H](Cc1ccccc1)C(=O)OC(C)(C)C | 35 | i
COc1ccc(-c2cc(C(=O)Nc3cc(C)nn3-c3ccccc3)no2)cc1OC | -18 | i
COc1ccc([C@H]2[C@H](C(=O)C(C)(C)C)N3N=Cc4ccccc4C3[C@]23N=C(c2ccccc2)OC3=O)cc1OC (some centres not stated) | -49 | i
O=C(CCc1nnc(CCCCc2ccccc2)o1)NCc1cccc(F)c1 | -25 | i
Nc1nc(N)nc(-c2ccccn2)n1 | -14 | i
CC(C)c1ccc2oc(=O)cc(CN3CCCCC3)c2c1 | -19 | i
COc1cccc(CC2(CO)CCCN(Cc3[nH]c4ccc(C)cc4c3C)C2)c1 (configuration not stated) | -20 | i
C/C(=N\NC(=O)c1ccccc1F)c1ccccn1 | -2 | i
COc1ccccc1-c1nnc(SCC(=O)Nc2oc(C)c3c(C)n[nH]c(=O)c23)n1C | -12 | i
CC1CCN(S(=O)(=O)c2ccc(C(=O)Nc3nnc(C4CC4)o3)cc2)CC1 | -30 | i
O=C1NC(=Nc2ccc3ccccc3c2)S/C1=C/c1ccco1 | 5 | i
Cc1nc([N+](=O)[O-])c(N2CCOCC2)n1Cc1ccccc1 | -8 | i
C=CCOC(=O)C1=C(C)NC(=O)NC1c1cc2c(cc1Br)OCO2 (configuration not stated) | -3 | i
COc1ccccc1NS(=O)(=O)c1ccc(C)c(C(N)=O)c1 | -15 | i
N#CCCN(Cc1cccnc1)C(=O)c1sc2cc(F)ccc2c1Cl | -24 | i
CCCOc1ccccc1C1C(C(=O)OC)=CN(C(C)C)C=C1C(=O)OC | -29 | i
O=C(NCCCN1CCCC1=O)Nc1ccc([N+](=O)[O-])cc1 | -8 | i
CCc1ccc(S(=O)(=O)c2cn(C)c3cc(OC)c(OC)cc3c2=O)cc1 | -19 | i
CCCOC1CCCN(C(=O)c2ccc(OC3CCN(C(=O)COC)CC3)cc2)C1 (configuration not stated) | -4 | i
O=C(/C=C1\NC2(CCCC2)Cc2ccccc21)C(=O)N/N=C/c1ccc(O)c(O)c1 | -3 | i
COCCN(Cc1ccccc1)P(=O)(O)c1ccccc1OCC(=O)O | -4 | i
CC(=O)N1CCN(C(=O)COC(=O)CNC(=O)c2ccccc2C)CC1 | 0 | i
Cc1ccc(C)c(N2CCN(S(=O)(=O)c3c(C)[nH]c(C)c3C(=O)N3CCCC3)CC2)c1 | -16 | i
CCOC(=O)CSc1nc2cc(S(=O)(=O)Nc3ccccc3OC)ccc2o1 | -10 | i
COC(CNS(=O)(=O)c1cccc2nonc12)OC | 2 | i
CC1(C)CC(=O)N(CC(=O)O)c2ccccc2S1 | 2 | i
COc1cccc(CN(CC(=O)NCC2CCCO2)C(=O)CCC(=O)Nc2cc(C)on2)c1 (configuration not stated) | -1 | i
